TIM10 inh = TIM10 yeast growth inhibition; inhibition, % at 10 µM; 330,000 tested, 1.4% active; S. cerevisiae TIM10 strain growth, BacTiter-Glo luminescence, 24 h;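 active = inhibition of 40% or more at the single tested concentration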;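 also: wild-type TIM10 isogenic control strain grown at permissive 25 °C; 0% = DMSO yeast wells and 100% = minimal medium wells without yeast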
tim23-1 inh = inhibits growth of tim23-1 mutant yeast; AID 463212; inhibition, % at 20 µM; 330,000 tested, 1.3% active; S. cerevisiae tim23-1 growth, BacTiter-Glo luminescence, 24 h;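 active = growth inhibition of the mutant yeast at or above 50%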;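 also: temperature-sensitive mutant grown at 25 °C; plate controls were DMSO-treated mutant yeast for no effect and medium wells lacking yeast for full effect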
XBP1 UPR activ = adaptive UPR (XBP1) activation; CHO-XBP1 luciferase reporter, IRE1-XBP1 UPR activation, luminescence; percent of tunicamycin response, DMSO as zero; activation, % at 20 µM; 330,000 tested, 0.33% active;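 active = versus positive control, 20 µM dose yields 30% or more activation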;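 also: 100% = tunicamycin at 10 µg/mL and 0% = DMSO only wells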
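Test system: CHO-XBP1 luciferase reporter cells | Buffer or medium: Serum-containing F12 medium, 10% FBS | Schedule: 6 h compound exposure at 37 °C, 5% CO2 | Detection: Steady-Glo luciferase glow luminescence, 10 min after reagent addition | Read-out basis: Activation, % of tunicamycin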
697 NFkB inh = lowers PMA/ionomycin-induced NF-kB signal in 697 B cells. 697 B-cell NF-kB luciferase reporter, 16 h. inhibition, % at 4 µM. 330,000 tested, 0.33% active. AID 435022; in the data active = inhibition above about 35%
Jurkat NFkB inh = inhibitors of the PMA/ionomycin-induced NF-kB reporter in Jurkat cells | inhibition, % at 4 µM | 330,000 tested, 0.53% active | PMA/ionomycin-induced NF-kB luciferase reporter, luminescence; in the data active = inhibition above about 50%
Mdm2-MdmX inh = disrupts the human Mdm2-MdmX interaction; AID 485346; 330,000 tested, 3% active; inhibition, % at 8 µM; SaOS-2 split-luciferase Mdm2/MdmX complementation, luminescence; O15151+Q00987;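 active = inhibition of at least 50% at 8 µM in the primary screen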
Target sequence (O15151 whole entry, looked up): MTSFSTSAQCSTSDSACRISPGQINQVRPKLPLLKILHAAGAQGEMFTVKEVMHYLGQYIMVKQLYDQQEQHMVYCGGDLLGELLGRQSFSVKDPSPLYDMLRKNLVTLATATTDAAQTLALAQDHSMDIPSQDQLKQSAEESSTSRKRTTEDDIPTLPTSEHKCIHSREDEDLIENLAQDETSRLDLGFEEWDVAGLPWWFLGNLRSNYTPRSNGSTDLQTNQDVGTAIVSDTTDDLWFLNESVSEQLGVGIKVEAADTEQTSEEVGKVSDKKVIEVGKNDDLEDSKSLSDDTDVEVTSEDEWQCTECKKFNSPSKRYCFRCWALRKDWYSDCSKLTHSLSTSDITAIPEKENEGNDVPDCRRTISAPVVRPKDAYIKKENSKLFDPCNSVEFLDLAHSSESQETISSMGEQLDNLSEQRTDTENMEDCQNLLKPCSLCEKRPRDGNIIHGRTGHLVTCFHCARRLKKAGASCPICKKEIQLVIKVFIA
Target sequence (Q00987 whole entry, looked up): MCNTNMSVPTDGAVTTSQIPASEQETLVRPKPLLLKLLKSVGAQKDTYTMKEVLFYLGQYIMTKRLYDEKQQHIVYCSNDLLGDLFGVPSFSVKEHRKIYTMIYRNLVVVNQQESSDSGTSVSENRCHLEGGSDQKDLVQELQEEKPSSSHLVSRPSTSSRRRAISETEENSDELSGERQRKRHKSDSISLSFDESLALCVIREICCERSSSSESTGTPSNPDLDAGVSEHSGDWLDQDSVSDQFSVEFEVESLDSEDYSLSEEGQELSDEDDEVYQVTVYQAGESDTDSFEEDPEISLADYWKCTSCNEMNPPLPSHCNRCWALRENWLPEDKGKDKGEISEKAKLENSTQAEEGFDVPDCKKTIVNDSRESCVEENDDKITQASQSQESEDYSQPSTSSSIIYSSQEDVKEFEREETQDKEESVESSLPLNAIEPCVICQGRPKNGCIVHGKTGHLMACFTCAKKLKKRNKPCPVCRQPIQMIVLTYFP
tim10-1 inh = growth inhibitors of tim10-1 mutant yeast | S. cerevisiae tim10-1 ts strain growth, BacTiter-Glo, 24 h | inhibition, % at 20 µM | 330,000 tested, 2.2% active | AID 463190;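 active = inhibition of at least 40%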;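 also: mutant grown at 25 °C; 0% = DMSO wells with yeast and 100% = wells holding no yeast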
CHOP UPR activ = apoptotic UPR (CHOP) activation; 330,000 tested, 0.34% active; AID 449763; CHO-CHOP luciferase reporter, luminescence; percent of tunicamycin response over DMSO baseline; activation, % at 10 µM;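 active = at 10 µM dose, activation of 40% or more, normalized to positive control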;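 also: 100% = tunicamycin at 10 µg/mL and 0% = DMSO alone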
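Evaluation: % reporter activation, DMSO baseline versus tunicamycin full activation; System: CHO-CHOP luciferase reporter cell line; Input: 500 cells/well; Incubation: 6 h compound treatment, 37 °C; Measured by: Steady-Glo luciferase luminescence; Dosing: one dose, 10 µM in 0.5% DMSO; Buffer or medium: F12 medium, 10% FBS; Benchmarks: positive tunicamycin 10 µg/mL, negative DMSO alone.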
* hit, by the source's call; . = no result given. Only part of the results is shown, so the mix of outcomes need not match the whole.

no.	SMILES	TIM10 inh	tim23-1 inh	XBP1 UPR activ	697 NFkB inh	Jurkat NFkB inh	Mdm2-MdmX inh	tim10-1 inh	CHOP UPR activ
1	O=C(c1cccnc1)C1CCCN(Cc2nc(-c3cnccn3)no2)C1 (configuration not stated)	4	-13	-2	5	2	19	7	-1.1
2	CC/C(=N\N1CCCCCC1)c1c(O)n(-c2ccc(C)cc2)c(=O)[nH]c1=O	10	41	-3	-3	2	6	14	5.8
3	CSc1ccc(C(=O)C2CCCN(Cc3cc4ccccc4[nH]3)C2)cc1 (configuration not stated)	-28	-150	-4	14	-13	25	-82	-0.3
4	Oc1ccc(/C=N/NP(=S)(c2ccccc2)c2ccccc2)cc1	26	42	-1	10	8	22	26	1.0
5	O=C(Cc1ccccc1)N1CCN(CC2CC3C=CC2C3)CC1 (configuration not stated)	6	0	1	15	5	4	-3	-0.5
6	N#CC(C#N)=Cc1ccc(-c2ccccc2)o1	31	26	0	8	12	25	18	0.7
7	COc1ccc(CN2CC3CC(C2)c2cccc(=O)n2C3)cc1OC (configuration not stated)	-7	10	0	-3	0	3	0	-1.3
8	c1cc(CCN2CCCC2)ccn1	-3	12	-2	10	1	-2	3	-1.5

Some of the entries so far, in transposed form:
4: Oc1ccc(/C=N/NP(=S)(c2ccccc2)c2ccccc2)cc1
3: CSc1ccc(C(=O)C2CCCN(Cc3cc4ccccc4[nH]3)C2)cc1 (configuration not stated)
2: CC/C(=N\N1CCCCCC1)c1c(O)n(-c2ccc(C)cc2)c(=O)[nH]c1=O

Assay by compound | 4 | 3 | 2
TIM10 inh | 26 | -28 | 10
tim23-1 inh | 42 | -150 | 41
XBP1 UPR activ | -1 | -4 | -3
697 NFkB inh | 10 | 14 | -3
Jurkat NFkB inh | 8 | -13 | 2
Mdm2-MdmX inh | 22 | 25 | 6
tim10-1 inh | 26 | -82 | 14
CHOP UPR activ | 1.0 | -0.3 | 5.8

The results go on:
no.	SMILES	TIM10 inh	tim23-1 inh	XBP1 UPR activ	697 NFkB inh	Jurkat NFkB inh	Mdm2-MdmX inh	tim10-1 inh	CHOP UPR activ
9	COC(=O)C1=C(c2ccc(OC)c(OC)c2)C[C@@H]2CC[C@H]1N2C(=O)NCCNC(C)=O	-7	-12	1	0	-13	-10	-5	-1.1
10	COC(=O)C1=C(c2c(C)noc2C)C[C@@H]2CC[C@H]1N2C(=O)NC1CCCCC1	-2	13	2	2	-22	15	5	3.8
11	CCOc1cc2c(cc1OCC)-n1cccc1C(c1cccc(F)c1)NC2 (configuration not stated)	19	9	1	6	3	9	21	2.0
12	CN(C)c1ccc(C=C2C(=O)NC(=O)NC2=O)cc1[N+](=O)[O-]	-13	2	-2	15	8	6	2	0.3
13	CC(C)C(=O)Nc1ccc(S(=O)(=O)N2CC3CC(C2)c2cccc(=O)n2C3)cc1 (configuration not stated)	-10	6	-2	-2	-15	15	3	-2.7
14	C=C[C@@H]1C[C@@]1(C)[C@@H](NP(=O)(c1ccccc1)c1ccccc1)c1ccccc1	14	23	-1	13	12	16	23	0.6
15	CC(C)CCn1c(=O)c(C(=O)NCc2ccc3c(c2)OCO3)c(O)c2ccccc21	-8	5	-5	4	-7	16	-5	-0.9
16	O=C(CCc1nnc2ccc(NCc3ccc(F)cc3)nn12)N1CCC2(CC1)OCCO2	9	15	2	-7	6	-12	13	-1.1
17	Cc1cc(/C=C2/C(=O)NC(=O)N(C)C2=O)c(C)n1-c1ccccc1	13	6	3	15	13	-12	10	4.0
18	COC(=O)c1ccccc1-n1c(C)nc2ccccc2c1=O	-2	4	-5	-13	-1	17	3	-0.1
19	FC(F)(F)c1ccc(CNCCc2ccc3c(c2)OCO3)cc1	-27	-2	1	-9	-17	8	-1	-0.9
20	Cc1ccc2c(c1)CC1(CN2C)C(=O)NC(=O)N(c2cccc(C)c2C)C1=O (configuration not stated)	20	8	-1	15	-5	19	11	0.7
21	CNc1cc(N2CCN(C)CC2)ccc1[N+](=O)[O-]	11	14	-3	3	-5	-2	9	0.4
22	Cc1cc(C=C2C(=O)N(C)C(=S)N(C)C2=O)c(C)n1C1CCCC1	21	41	3	-2	5	12	47*	6.7
23	Cc1nc2ccccc2n1C1CCN(Cc2nnnn2CCc2ccccc2)CC1	10	0	2	-36	-3	-20	27	-0.5
24	Cc1ccc(N2C(=O)NC(=O)C3(Cc4ccccc4N4CCN(c5ccccc5)CC43)C2=O)cc1 (configuration not stated)	9	25	4	-40	-14	16	20	-0.2
25	Cc1ccc(OCCn2cccc2/C=C2/C(=O)NC(=O)N(Cc3ccco3)C2=O)cc1	40	47	-2	3	-1	10	35	1.6
26	CCN(CC)c1ccc(N=Cc2c(O)[nH]c(=O)[nH]c2=O)cc1	8	14	0	20	17	15	34	1.9
27	CN1CCN(c2ccc(N)cc2)CC1	-120	2	0	23	3	4	-167	0.2
28	CSc1ccc(C(=O)C2CCCN(C)C2)cc1 (configuration not stated)	8	8	-2	0	-14	14	0	-0.8
29	COc1ccc(NC(=O)N2CCC3(CC2)OCCO3)c(OC)c1	-1	-2	4	-2	-7	3	0	0.4
30	Fc1ccc2c(c1)nnn2C1CCN(Cc2ccccc2)CC1	-9	17	0	17	3	8	12	1.7
31	Cc1cc(Cl)nc(N)n1	3	5	-2	-45	-15	-10	13	0.8
32	CC(=O)N1N=C2C3CCN(CC3)C2C1c1ccccc1 (configuration not stated)	0	-12	-1	-4	-7	-10	-10	-0.4
33	CN(C)C(=O)OCc1n(C)cc[n+]1C	3	-9	-2	23	10	-22	0	1.9
34	CC(C)NC(C)Cc1ccc(I)cc1 (configuration not stated)	4	-5	-6	9	9	-3	-7	-0.9
35	NP(=O)(Oc1ccc(Cl)cc1)Oc1ccc(Cl)cc1	5	12	-2	15	4	27	18	-1.4
36	CCC1C2Cn3c(nc4ccccc43)C1N(C)O2 (configuration not stated)	-7	-6	2	20	-6	9	-8	1.9
37	CC(C)NC(=O)Cn1cc(C(=O)c2ccccc2F)c2ccccc21	11	-4	-1	10	-1	-2	15	-1.1
38	Cc1ccc(C2=NCC(=O)N(CC(=O)N3CCCCC3)c3sc(C)c(C)c32)cc1	12	19	-3	-2	18	11	33	-0.4
39	O=C(COc1ccccc1F)N1CCN(CCN2C(=O)c3cccc4cccc(c34)C2=O)CC1	11	41	-1	12	-29	-16	30	-0.9
40	O=C(O)CNC1c2ccccc2CSc2ccccc21 (configuration not stated)	17	19	-1	-24	-4	8	8	-1.7
41	O=C1CN=C(c2ccccc2)c2cc([N+](=O)[O-])ccc2N1	3	-1	-2	1	8	10	-3	0.2
42	COc1ccc(OCC#CCN2CCNCC2)cc1	0	-8	-5	-5	-28	-38	-1	2.6
43	NCC(CC(=O)O)C1CCCCC1 (configuration not stated)	1	12	-2	11	6	-4	2	-1.1
44	CC1Oc2cc3c(-c4c(O)cc(O)c5c(O)c6c(cc45)OC(C)C(C)C6=O)c(O)cc(O)c3c(O)c2C(=O)C1C (configuration not stated)	0	24	18	-3	1	89*	6	7.4
45	C#CCOc1ccc2c(c1)c(C(C)=O)c(C)n2Cc1ccccc1	26	23	2	1	4	-9	14	1.0
46	O=c1[nH]c(O)c(C=Nc2cc(F)cc(F)c2)c(=O)[nH]1	1	1	-2	-1	-1	-2	-7	3.0
47	CC(C)n1c(=O)c(C=Nc2cccc([N+](=O)[O-])c2)c(O)n(CCc2ccccc2)c1=O	23	16	0	-5	-3	19	40	-2.5
48	CN1C2CCC1CC(OC(c1ccccc1)c1ccccc1N)C2 (configuration not stated)	7	1	-8	2	-12	40	9	-2.3
49	COC(=O)C1=C(c2ccc(OCc3ccccc3)cc2)C[C@@H]2CC[C@H]1N2C(=O)NCc1ccc(OC)c(OC)c1	-4	25	-2	-14	-5	-17	17	3.8
50	CCOC(=O)N(C)c1ccc(C(O)(C(=O)OCC)C(F)(F)F)cc1 (configuration not stated)	3	13	2	-6	9	17	12	-1.4
51	COCCNC(=O)CN1C(=O)C(C)N=C(c2ccccc2)c2cc(Cl)ccc21 (configuration not stated)	12	34	-5	4	-10	18	41*	0.6
52	O=P(Nc1ccccc1)(Nc1ccccc1)Oc1cccc(Cl)c1	4	16	-2	-1	1	-11	29	0.5
53	COc1cccc(N2CCN(Cc3cccc(Cl)c3)CC2)c1	14	1	5	10	-4	-8	16	0.6
54	CCN(CC)c1ccc(/C=C2\C(=O)NC(=O)N(CC3CCCO3)C2=O)cc1 (configuration not stated)	0	5	2	21	10	-40	18	-0.8
55	Cn1cc(C(=O)Cc2ccccc2)c2ccccc21	-5	24	-1	8	-7	9	6	-0.1
56	COc1ccc2c(c1O)-c1cccc3c1[C@@H](C2)N(C)CC3	-1	1	-5	-6	-20	-16	-10	-2.1
57	CCN1c2nc3ccccn3c(=O)c2CC2(C(=O)N(C)C(=O)N(C)C2=O)C1C (configuration not stated)	-3	0	-1	16	6	17	9	-0.6
58	CCCCn1c(O)c(/C=N/N2CCOCC2)c(=O)[nH]c1=S	25	23	-2	-23	-16	-17	28	-0.3
59	NC(C(=O)O)c1cc(=O)[nH]o1 (configuration not stated)	5	5	-5	-13	-2	-22	-10	-1.4
60	CCCCC/C(=N/O)c1c(C)[nH]c2ccccc12	34	36	-1	10	17	9	30	-0.2
61	COc1ccc2nc(NC(=O)CCc3nc(C4=CCN(C)CC4)no3)sc2c1	-1	12	-3	-47	-19	35	43*	-2.2
62	Cc1ccc(-c2cc(-c3ccc(C)cc3)[n+](-c3ccc(C(=O)[O-])cc3)c(-c3ccc(C)cc3)c2)cc1	-4	-1	-3	-3	17	36	12	3.2
63	O=C(Cc1ccccc1)OCCN1CCCCC1	6	7	-2	18	1	38	13	-0.7
64	CC1=Nc2ccccc2/C1=C/c1c(O)[nH]c(=O)[nH]c1=O	0	2	-5	-16	1	27	-11	2.4

Other compounds
no.	SMILES	TIM10 inh	tim23-1 inh	XBP1 UPR activ	697 NFkB inh	Jurkat NFkB inh	Mdm2-MdmX inh	tim10-1 inh	CHOP UPR activ
65	CCN1C[C@]2(COC)CC[C@H](O)[C@@]34C5C[C@H]6[C@H](O)C5[C@](O)(C[C@H]6OC)[C@@H]([C@H](OC)C23)[C@@H]14 (some centres not stated)	9	10	2	.	.	4	19	0.7
66	COC(=O)C1=C(c2ccc(F)cc2F)C[C@@H]2CC[C@H]1N2C(=O)NCC1CC1	-6	11	-1	7	8	20	-11	1.2
67	CCOP(=S)(OCC)SCC(=O)NC(C)(CC)C(=O)O (configuration not stated)	-4	6	-1	-1	-11	8	13	-2.0
68	COc1cc2c(cc1OC)C1[C@H]3C(=CC[C@H]1OC2O)CCN3C (some centres not stated)	12	13	0	-8	7	-1	1	-0.5
69	O=C(c1ccccc1)c1cn(CC(=O)N2CCCC2)c2ccccc12	-2	15	-3	1	4	35	7	0.4
70	C[C@]12CC[C@H](O)CC1=CCC1C2CC[C@@]2(C)C1C[C@@H]1CC(=O)O[C@@H]12 (some centres not stated)	19	13	1	-2	4	7	18	0.4
71	Cc1ccccc1N1C(=O)NC(=O)/C(=C\c2cnn(-c3ccccc3)c2)C1=O	-18	0	12	-36	-4	21	3	35
72	Cc1c(C)c2ccc(OCC(=O)N3C[C@H]4C[C@@H](C3)c3cccc(=O)n3C4)cc2oc1=O	-10	-1	0	22	0	12	-10	1.3
73	O=C1CNC(c2ccccc2Cl)c2cc(Br)ccc2N1 (configuration not stated)	9	6	-6	-8	-7	18	8	6.3

Sorted by length of the SMILES (smallest number first): 3 of the compounds above.
no.	SMILES	TIM10 inh	tim23-1 inh	XBP1 UPR activ	697 NFkB inh	Jurkat NFkB inh	Mdm2-MdmX inh	tim10-1 inh	CHOP UPR activ
73	O=C1CNC(c2ccccc2Cl)c2cc(Br)ccc2N1 (configuration not stated)	9	6	-6	-8	-7	18	8	6.3
68	COc1cc2c(cc1OC)C1[C@H]3C(=CC[C@H]1OC2O)CCN3C (some centres not stated)	12	13	0	-8	7	-1	1	-0.5
70	C[C@]12CC[C@H](O)CC1=CCC1C2CC[C@@]2(C)C1C[C@@H]1CC(=O)O[C@@H]12 (some centres not stated)	19	13	1	-2	4	7	18	0.4

Screening results (PubChem)
